Source: PubChem
p97 inhibitor: inhibitors of human p97 ATPase; P55072; hit rate 0.42% among 220,000; inhibition, % at 8 µM; AID 1481; recombinant p97 ATPase, Kinase-Glo ATP luminescence, 3 h; in the data active means inhibition above about 15%;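 further: 0% = DMSO vehicle and 100% = wells lacking enzyme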
FXIa inh: inhibitors of human coagulation factor XIa; P03951; purified FXIa, Boc-Glu-Ala-Arg-AMC fluorogenic substrate; inhibition, % at 5 µM; hit rate 0.14% among 220,000; AID 798;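 active means inhibition of at least 40%; inactive means inhibition below 40%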;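 further: fluorescence of freed AMC excited at 355 nm; 0% = enzyme without compound and 100% = no enzyme blank; many of its hits are not listed in these tables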
Furin inh: human furin inhibition | purified furin, fluorogenic substrate cleavage | inhibition, % at 30 µM | P09958 | hit rate 0.061% among 220,000; in the data active means inhibition above about 25%; further: inactives centre near -15
PERK inhibitor: inhibitors of human PERK kinase; Q9NZJ5; CHO PERK-DD fusion, SEAP luminescence translation reporter; inhibition, % at 5.6 µM; hit rate 0.17% among 220,000;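 active means inhibition above the mean inhibition of all tested compounds plus 3 SD, set separately per screening campaign, cut at about 2.9% in these data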;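 further: PERK kinase domain activated by AP20187 dimerizer at 100 nM; 0% = DMSO with dimerizer and 100% = rapamycin at 8.4 µM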
KCC2 mod: modulators of human KCC2 chloride dependent transport; Q9H2X9; KCC2 cells, thallium flux FluoZin-2 fluorescence; B-score of Tl+ flux slope (higher = more flux/activation; lower = inhibition) at 10 µM; hit rate 2.2% among 190,000;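 active means thallium flux slope and its plate-corrected score both differing from the plate sample mean at a set confidence after two filtering rounds, in either direction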;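 further: slope of fluorescence scaled to starting intensity during 10 to 20 s after thallium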
Wee1 degr inh: human Wee1 degradation inhibition, primary screen | P30291 | HeLa Luc-Wee1K328M stability, luciferase luminescence; 100% = proteasome inhibitor MG132 effect | reporter increase, % at 5 µM | hit rate 1.2% among 220,000;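 active means activation above the mean of all tested compounds plus 3 SD, set per screening run, cut at about 8.8% in these data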;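 further: cells exposed to compound for 20 h before luminescence read; 0% = DMSO alone and 100% = MG132 at 30 µM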
FXIIa inh: factor XIIa (human) inhibition; purified FXIIa, Boc-QGR-AMC fluorogenic substrate, 2 h; inhibition, % at 5 µM; hit rate 0.3% among 220,000; in the data active means inhibition above about 40%;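 further: 0% = enzyme with no compound and 100% = blank without enzyme; many of its hits are not listed in these tables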
Target sequence (P00748 20-372 limits assumed): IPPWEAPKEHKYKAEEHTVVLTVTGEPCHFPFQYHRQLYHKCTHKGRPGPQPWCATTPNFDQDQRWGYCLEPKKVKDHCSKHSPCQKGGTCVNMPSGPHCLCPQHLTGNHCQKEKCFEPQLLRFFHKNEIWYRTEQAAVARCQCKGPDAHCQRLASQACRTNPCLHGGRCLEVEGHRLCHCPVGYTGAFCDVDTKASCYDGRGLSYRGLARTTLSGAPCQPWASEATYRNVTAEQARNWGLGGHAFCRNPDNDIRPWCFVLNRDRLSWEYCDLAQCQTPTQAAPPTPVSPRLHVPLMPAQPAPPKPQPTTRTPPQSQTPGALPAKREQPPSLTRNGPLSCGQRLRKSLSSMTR
Target sequence (P00748 373-615 limits assumed): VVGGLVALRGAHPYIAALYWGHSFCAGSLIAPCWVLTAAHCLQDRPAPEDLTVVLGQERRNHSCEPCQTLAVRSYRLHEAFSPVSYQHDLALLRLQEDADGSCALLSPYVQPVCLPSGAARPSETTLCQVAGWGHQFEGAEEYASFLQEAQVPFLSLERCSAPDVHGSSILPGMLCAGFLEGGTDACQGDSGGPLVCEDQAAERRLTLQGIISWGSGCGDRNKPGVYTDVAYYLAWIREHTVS
KLK5 inh: inhibitors of human kallikrein 5; recombinant hK5, fluorogenic AMC substrate cleavage; AID 873; inhibition, % at 5 µM; Q9Y337; hit rate 0.59% among 210,000;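 active means inhibition of 40% or more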;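 further: 0% = enzyme controls without compound and 100% = no-enzyme blanks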
Target sequence (Q9Y337 67-293 limits assumed): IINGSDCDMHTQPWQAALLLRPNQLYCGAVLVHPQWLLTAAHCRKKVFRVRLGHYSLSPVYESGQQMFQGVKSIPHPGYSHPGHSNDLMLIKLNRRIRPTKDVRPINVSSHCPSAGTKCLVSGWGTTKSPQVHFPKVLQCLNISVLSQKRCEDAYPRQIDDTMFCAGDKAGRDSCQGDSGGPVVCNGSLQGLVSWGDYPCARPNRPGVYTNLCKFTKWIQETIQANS
thrombin 1536: blocks human thrombin protease activity | alpha-thrombin, Boc-VPR-AMC fluorogenic substrate cleavage | P00734 | hit rate 0.26% among 220,000 | inhibition, % at 5 µM;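 active means inhibition at or above 40%; inactive means inhibition below 40%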;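 further: 0% = enzyme with no compound and 100% = wells without enzyme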
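signal = AMC fluorescence, 355/460 nm | material = human alpha-thrombin enzyme | control set = enzyme without compound as high, wells lacking enzyme as low | times = reaction at room temperature | read-out basis = percent inhibition scaled between no-compound controls and no-enzyme blanks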
An asterisk follows results filed as active; [ ] = remark or other dose.

Preview, four compounds:
`Cc1cnc(C)c(N2CCN(Cc3nc(-c4cccc(F)c4F)oc3C)CC2)n1` gave p97 inhibitor -4, FXIa inh 0, Furin inh -6, PERK inhibitor -0.5, KCC2 mod -0.69, Wee1 degr inh 0, FXIIa inh 7, KLK5 inh 2 and thrombin 1536 -15.
For Cc1ccccc1CN1C2=NCCCN2c2ccccc21 the results were p97 inhibitor 15*, FXIa inh 1, Furin inh -21[20 µM], PERK inhibitor -0.4, KCC2 mod -0.15, Wee1 degr inh 1, FXIIa inh 9, KLK5 inh -6 and thrombin 1536 6.
Screening CCn1c(=O)c2c(nc(SCC(=O)NCC3CCCO3)n2C)n(C)c1=O (stereo not drawn) returned p97 inhibitor 7, FXIa inh 4, Furin inh -20, PERK inhibitor 1.0, KCC2 mod 0.36, Wee1 degr inh -1, FXIIa inh 19, KLK5 inh -9 and thrombin 1536 2.
For Cc1ccc2c(c1)C(=O)CC1(CCCC1)O2 the results were FXIa inh -8, Furin inh -25, KCC2 mod -0.69, FXIIa inh -5, KLK5 inh -5 and thrombin 1536 -10.

This part in full (from the top)
`Cc1cnc(C)c(N2CCN(Cc3nc(-c4cccc(F)c4F)oc3C)CC2)n1` gave p97 inhibitor -4, FXIa inh 0, Furin inh -6, PERK inhibitor -0.5, KCC2 mod -0.69, Wee1 degr inh 0, FXIIa inh 7, KLK5 inh 2 and thrombin 1536 -15.
For Cc1ccccc1CN1C2=NCCCN2c2ccccc21 the results were p97 inhibitor 15*, FXIa inh 1, Furin inh -21[20 µM], PERK inhibitor -0.4, KCC2 mod -0.15, Wee1 degr inh 1, FXIIa inh 9, KLK5 inh -6 and thrombin 1536 6.
Screening CCn1c(=O)c2c(nc(SCC(=O)NCC3CCCO3)n2C)n(C)c1=O (stereo not drawn) returned p97 inhibitor 7, FXIa inh 4, Furin inh -20, PERK inhibitor 1.0, KCC2 mod 0.36, Wee1 degr inh -1, FXIIa inh 19, KLK5 inh -9 and thrombin 1536 2.
For Cc1ccc2c(c1)C(=O)CC1(CCCC1)O2 the results were FXIa inh -8, Furin inh -25, KCC2 mod -0.69, FXIIa inh -5, KLK5 inh -5 and thrombin 1536 -10.
For COc1ccccc1OP(=O)(O)Oc1ccccc1OC the results were p97 inhibitor 7, FXIa inh 0, Furin inh -28, PERK inhibitor 0.1, KCC2 mod -0.12, Wee1 degr inh 5, FXIIa inh 5, KLK5 inh 0 and thrombin 1536 -1.
Screening Cc1nc(NC(=O)CSc2nnc(-c3ccccc3)c(-c3ccccc3)n2)c(Cl)cc1Cl returned p97 inhibitor -2, FXIa inh 8, Furin inh 3, PERK inhibitor 0.4, KCC2 mod -0.95, Wee1 degr inh 2, FXIIa inh 11, KLK5 inh -3 and thrombin 1536 -5.
`Cc1ccc2[nH]c(=O)c(C(c3nnnn3C(C)(C)C)N3CCN(C(=O)c4ccco4)CC3)cc2c1` (stereo not drawn) gave p97 inhibitor 2, FXIa inh 7, Furin inh -23[20 µM], PERK inhibitor 1.9, KCC2 mod 0.11, Wee1 degr inh 2, FXIIa inh 22, KLK5 inh -9 and thrombin 1536 3.
Screening O=C(N/N=C/c1ccco1)c1cc(-c2ccccc2)n[nH]1 returned p97 inhibitor 1, FXIa inh -2, Furin inh -7[20 µM], PERK inhibitor 0.0, KCC2 mod -1.6, Wee1 degr inh -1, FXIIa inh 9, KLK5 inh -14 and thrombin 1536 -3.
CC(CCc1ccccc1)NC(=O)CSc1nnnn1C (stereo not drawn) was read as p97 inhibitor 4, FXIa inh -4, Furin inh -21, PERK inhibitor 0.3, KCC2 mod 0.56, Wee1 degr inh 0, FXIIa inh 8, KLK5 inh -4 and thrombin 1536 -5.
CC(C)NC(=O)COc1ccc(S(=O)(=O)N2CCOCC2)cc1 was read as p97 inhibitor -2, FXIa inh 1, Furin inh -4[20 µM], PERK inhibitor 0.1, KCC2 mod 0.48, Wee1 degr inh -1, FXIIa inh 15, KLK5 inh -5 and thrombin 1536 2.
Screening COc1ccc(OC2C(=O)N(Cc3ccc(F)cc3)C2c2ccc(OC)c(OC)c2)cc1 (stereo not drawn) returned p97 inhibitor -3, FXIa inh -3, Furin inh 0[20 µM], PERK inhibitor -0.9, KCC2 mod -0.4, Wee1 degr inh 1, FXIIa inh 9, KLK5 inh 3 and thrombin 1536 2.
`COC(=O)c1c(-c2ccccc2)csc1NC(=O)c1c(-c2ccccc2)noc1C` gave p97 inhibitor -2, FXIa inh 15, Furin inh -8, PERK inhibitor -0.3, KCC2 mod -0.55, Wee1 degr inh -1, FXIIa inh -4, KLK5 inh -1 and thrombin 1536 6.
O=C(Nc1ccccc1N1CCCCC1)c1ccc2nccnc2c1 was read as p97 inhibitor -9, FXIa inh 2, Furin inh 5, PERK inhibitor -1.3, KCC2 mod 0.31, Wee1 degr inh -3, FXIIa inh 13, KLK5 inh -7 and thrombin 1536 1.
`CC(C)(C)n1cn[nH]c1=S` gave p97 inhibitor 0, FXIa inh 3, Furin inh -25, PERK inhibitor 0.9, KCC2 mod 0.35, Wee1 degr inh 0, FXIIa inh 13, KLK5 inh 4 and thrombin 1536 -1.
Cc1cc(C(F)(F)F)nn1Cc1n[nH]c(=S)n1Cc1ccccc1 was read as p97 inhibitor -7, FXIa inh 4, Furin inh -9[20 µM], PERK inhibitor 0.8, KCC2 mod -0.22, Wee1 degr inh 8, FXIIa inh 11, KLK5 inh -7 and thrombin 1536 2.
Cc1ccc(N/C(N)=N/c2nc(C)cc(N3CCCCC3)n2)c(C)c1 was read as p97 inhibitor 2, FXIa inh -6, Furin inh -15, PERK inhibitor -0.8, KCC2 mod -1.1, Wee1 degr inh -1, KLK5 inh -6 and thrombin 1536 -9.
Screening CC(C)=CC(=O)Nc1ccc(Cl)cc1 returned p97 inhibitor 4, FXIa inh 2, Furin inh -28, PERK inhibitor 0.6, KCC2 mod 0.068, Wee1 degr inh 0, FXIIa inh 15 and thrombin 1536 5.
For O=C(Nc1cccc(C(=O)O)c1)/C(=C\c1ccccc1)NC(=O)c1cccc2ccccc12 the results were p97 inhibitor 7, FXIa inh 1, Furin inh -15, PERK inhibitor 1.5, KCC2 mod -0.24, Wee1 degr inh -2, FXIIa inh 10 and thrombin 1536 -2.
Cc1cccc(-c2nc(CS(=O)CC(=O)NC3CCCC3)c(C)o2)c1 (stereo not drawn) was read as p97 inhibitor 0, FXIa inh 2, Furin inh -25, PERK inhibitor 1.3, KCC2 mod 0.031, Wee1 degr inh 4, FXIIa inh 8, KLK5 inh -6 and thrombin 1536 1.
For CC(C(=O)NCC1CCCCC1)N1CCc2ccccc2C1 (stereo not drawn) the results were p97 inhibitor 1, FXIa inh -4, Furin inh -20, PERK inhibitor 0.3, KCC2 mod -0.57, Wee1 degr inh -3, FXIIa inh 1, KLK5 inh -7 and thrombin 1536 -3.
COc1cc(CNCc2ccco2)ccc1OCc1ccccc1 was read as p97 inhibitor 4, FXIa inh 14, Furin inh -26, PERK inhibitor 0.6, Wee1 degr inh 0, FXIIa inh 14, KLK5 inh -27 and thrombin 1536 1.
Cn1c(C(=O)N2CCCc3ccccc32)cc2c(=O)n3ccccc3nc21 was read as p97 inhibitor -5, FXIa inh -8, Furin inh -12, PERK inhibitor -1.5, Wee1 degr inh 0, FXIIa inh -3, KLK5 inh 5 and thrombin 1536 -7.
`O=c1[nH]c(C2CCCCC2)nc2ccccc12` gave p97 inhibitor 2, FXIa inh 7, Furin inh -15, PERK inhibitor 1.4, KCC2 mod 0.47, Wee1 degr inh -1, FXIIa inh 10, KLK5 inh -8 and thrombin 1536 2.
Screening COc1ccc(NC(=S)N(CCCN2CCC(C)CC2)Cc2cccs2)cc1Cl returned p97 inhibitor 3, FXIa inh 1, Furin inh -26, PERK inhibitor -0.1, KCC2 mod 0.31, Wee1 degr inh 1, FXIIa inh -1, KLK5 inh -20 and thrombin 1536 4.
CCCC(c1nnnn1CCOC)N(Cc1cc2cc(C)c(C)cc2[nH]c1=O)CC1CCCO1 (stereo not drawn) was read as p97 inhibitor 1, FXIa inh -2, Furin inh -6[20 µM], PERK inhibitor 0.3, Wee1 degr inh 4, FXIIa inh 3, KLK5 inh -1 and thrombin 1536 -4.
For O=c1oc(-c2ccc([N+](=O)[O-])cc2)nc2ccc(O)cc12 the results were p97 inhibitor 1, FXIa inh -5, Furin inh -21, PERK inhibitor 0.9, KCC2 mod -0.15, Wee1 degr inh 1, KLK5 inh -5 and thrombin 1536 -7.
For CC(C)(C)c1ccc(-c2nc(NCc3cccnc3)c3ccccc3n2)cc1 the results were p97 inhibitor 4, FXIa inh 9, Furin inh -25, PERK inhibitor -0.5, KCC2 mod 0.39, Wee1 degr inh 2, FXIIa inh 7, KLK5 inh -9 and thrombin 1536 0.
`COC(=O)CCP(=O)(O)Cc1ccccc1CP(=O)(O)CCC(=O)OC` gave p97 inhibitor 1, FXIa inh 0, Furin inh -20, PERK inhibitor 1.4, Wee1 degr inh 0, FXIIa inh -4, KLK5 inh -5 and thrombin 1536 -7.
For CCOP(=O)(OCC)/C(C#N)=C/c1ccc(-c2ccc(F)cc2F)o1 the results were p97 inhibitor 2, FXIa inh 2, Furin inh 6, PERK inhibitor 0.6, KCC2 mod -4.5, Wee1 degr inh 0, FXIIa inh 6, KLK5 inh -1 and thrombin 1536 0.
`CNC(=S)N/N=C/c1ccc2c(c1)OCCO2` gave p97 inhibitor 5, FXIa inh 23, Furin inh -15, PERK inhibitor 0.5, KCC2 mod 1.2, Wee1 degr inh 0, FXIIa inh 21, KLK5 inh -30 and thrombin 1536 -8.
`Cc1sc2ncnc(N)c2c1C` gave p97 inhibitor 5, FXIa inh -4, Furin inh -4, PERK inhibitor -1.6, KCC2 mod -0.016, Wee1 degr inh -1, FXIIa inh -1, KLK5 inh -5 and thrombin 1536 -2.
COCc1[nH]nc2c1C(c1ccccc1OC)C(C#N)=C(N)O2 (stereo not drawn) was read as FXIa inh 4, FXIIa inh 11, KLK5 inh -14 and thrombin 1536 0.
NC(=O)CSc1nnc(CSc2ncccn2)n1-c1ccccc1 was read as p97 inhibitor 2, FXIa inh 3, Furin inh -14, PERK inhibitor 3.0*, KCC2 mod -0.25, Wee1 degr inh -2, FXIIa inh 13 and thrombin 1536 4.
Screening Oc1ccc(Br)cc1-c1cc(-c2ccc(Cl)cc2)n[nH]1 returned p97 inhibitor -1, FXIa inh -4, Furin inh -19[20 µM], PERK inhibitor 0.6, KCC2 mod -1, Wee1 degr inh 0, FXIIa inh 7, KLK5 inh 2 and thrombin 1536 -2.
Screening COCCNC(=O)/C(C#N)=C/C=C/c1ccccc1[N+](=O)[O-] returned p97 inhibitor -1, FXIa inh -3, Furin inh -12, PERK inhibitor 0.4, KCC2 mod 1.2, Wee1 degr inh 7, FXIIa inh 8, KLK5 inh 0 and thrombin 1536 -8.
Screening O=[N+]([O-])c1ccc(NC(=S)N2CCN(c3ccc(F)cc3)CC2)cc1 returned p97 inhibitor -2, FXIa inh 1, Furin inh -23, PERK inhibitor 0.2, KCC2 mod -1, Wee1 degr inh 8, FXIIa inh -6, KLK5 inh 4 and thrombin 1536 -3.
`COc1ccc(/C=C(/C#N)c2cccnc2)cc1OC` gave p97 inhibitor -1, FXIa inh 1, Furin inh -5, PERK inhibitor 0.3, KCC2 mod -0.055, Wee1 degr inh 1, FXIIa inh 7 and KLK5 inh -10.
CCCCOc1ccc(/C(O)=C2/C(=O)C(=O)N(CCCOC)C2c2ccncc2)cc1 (stereo not drawn) was read as p97 inhibitor 3, FXIa inh 2, Furin inh -9, PERK inhibitor 1.1, KCC2 mod -0.48, Wee1 degr inh -2, FXIIa inh 11, KLK5 inh -4 and thrombin 1536 1.
